Screening data deposited in PubChem by several laboratories.
p47phox inh = blocks human p47phox regulatory protein of NADPH oxidases | p47phox/p22phox peptide binding, fluorescence polarization, 2 h | inhibition, % at 24.7 µM | 220,000 compounds, 0.53% hits;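 further: 0% = p47phox with labelled peptide and 100% = labelled peptide alone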
Target sequence (P14598 whole entry, looked up): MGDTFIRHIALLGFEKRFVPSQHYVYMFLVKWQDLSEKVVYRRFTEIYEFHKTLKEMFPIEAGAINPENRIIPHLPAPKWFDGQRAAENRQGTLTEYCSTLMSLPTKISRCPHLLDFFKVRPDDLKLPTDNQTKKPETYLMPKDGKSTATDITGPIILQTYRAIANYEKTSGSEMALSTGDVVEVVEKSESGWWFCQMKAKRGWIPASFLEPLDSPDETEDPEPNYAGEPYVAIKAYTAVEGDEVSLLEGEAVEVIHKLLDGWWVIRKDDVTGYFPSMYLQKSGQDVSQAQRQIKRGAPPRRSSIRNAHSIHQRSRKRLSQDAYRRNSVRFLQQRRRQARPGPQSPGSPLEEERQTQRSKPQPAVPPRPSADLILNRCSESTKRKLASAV
Cl transport mod = modulates chloride dependent transport by human KCC2 | Q9H2X9 | KCC2 cells, thallium flux FluoZin-2 fluorescence | B-score of Tl+ flux slope (higher = more flux/activation; lower = inhibition) at 10 µM | 190,000 compounds, 2.2% hits | AID 1456;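 active means thallium flux slope and its plate-corrected score both differing from the plate sample mean at a set confidence after two filtering rounds, in either direction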;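 further: slope of fluorescence scaled to starting intensity during 10 to 20 s after thallium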
eIF4E 4G PPI = eIF4E/eIF4G interaction inhibition in translation initiation; TR-FRET eIF4E-eIF4GI(517-606) binding, 2 h; inhibition, % at 21.7 µM; 220,000 compounds, 0.37% hits; AID 782;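 further: 0% = full FRET control wells and 100% = background wells lacking eIF4GI fragment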
KLK5 inh = blocks human kallikrein 5 protease activity | Q9Y337 | recombinant hK5, fluorogenic AMC substrate cleavage | inhibition, % at 5 µM | 210,000 compounds, 0.59% hits | AID 873;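 active means inhibition of 40% or more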;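 further: 0% = enzyme controls without compound and 100% = no-enzyme blanks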
Target sequence (Q9Y337 67-293 limits assumed): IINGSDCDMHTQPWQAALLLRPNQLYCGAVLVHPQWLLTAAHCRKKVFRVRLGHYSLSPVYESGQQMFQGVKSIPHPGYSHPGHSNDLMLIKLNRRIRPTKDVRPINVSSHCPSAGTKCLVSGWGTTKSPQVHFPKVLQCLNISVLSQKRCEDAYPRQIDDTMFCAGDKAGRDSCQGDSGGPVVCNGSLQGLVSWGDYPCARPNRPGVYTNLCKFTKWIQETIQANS
EBV gp42 block = inhibitors of Epstein-Barr virus glycoprotein 42; Q1HVG2; Fluorescence polarization binding assay, mP read-out; inhibition, % (tested at 21.74 µM); 220,000 compounds, 0.42% hits; in the data active means inhibition above about 50%
Target sequence (Q1HVG2 whole entry, looked up): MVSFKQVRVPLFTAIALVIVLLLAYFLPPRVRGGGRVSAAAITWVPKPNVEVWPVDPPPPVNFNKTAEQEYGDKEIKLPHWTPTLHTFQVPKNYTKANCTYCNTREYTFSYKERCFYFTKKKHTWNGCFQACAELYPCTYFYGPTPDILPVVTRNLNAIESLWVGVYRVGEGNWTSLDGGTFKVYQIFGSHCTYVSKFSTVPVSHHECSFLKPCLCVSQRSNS
Thrombin inh = blocks human thrombin protease activity. inhibition, % at 5 µM. 220,000 compounds, 0.26% hits. P00734. alpha-thrombin, Boc-VPR-AMC fluorogenic substrate cleavage;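 active means inhibition at or above 40%; inactive means inhibition below 40%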;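 further: 0% = enzyme with no compound and 100% = wells without enzyme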
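Material: human alpha-thrombin protein; Also added: Boc-VPR-AMC substrate, 15 µM final; Timing: enzyme reaction carried out at room temperature; Signal: fluorescence, ex 355 nm, em 460 nm; Measure: % inhibition of thrombin; Controls: enzyme without compound as high, wells lacking enzyme as low.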
14-3-3 Bad PPI = disrupts binding of bovine 14-3-3 zeta to phospho-Bad peptide. P63103. TR-FRET 14-3-3zeta/Dy647-pBad peptide displacement, 1 h. 220,000 compounds, 0.71% hits. AID 781. inhibition, % at 21.7 µM;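 active means inhibition above about 70%, limit read from the data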;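 further: 0% = full 14-3-3 plus peptide FRET controls and 100% = background without 14-3-3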
Rad51 HR inh = blocks human Rad51 in homologous recombination; Q06609; hRad51 DNA strand exchange, fluorescence dequenching; inhibition, % at 10 µM; 200,000 compounds, 0.085% hits;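 active means inhibition above 40% at the single screening dose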;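 further: 0% = DMSO control wells and 100% = blanks with heterologous ssDNA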
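System: human Rad51 nucleoprotein filaments preassembled on unlabelled ssDNA. Reagent: labelled 47-mer dsDNA for strand exchange. Schedule: 30-min compound preincubation and 15-min exchange, both room temperature. Measured by: FRET fluorescence dequenching, excitation 485 nm, emission 520 nm. Read-out: Fluorescence-based percent inhibition, control- and blank-normalised. Benchmarks: plate controls and plate blanks.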
Furin inh = human furin inhibition | purified furin, fluorogenic substrate cleavage | inhibition, % at 30 µM | 220,000 compounds, 0.061% hits | AID 463115; in the data active means inhibition above about 25%; further: inactives centre near -15
* marks the source's active call; other numbers are inactive results; [ ] = dose if it differs, or a comment.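 How the source made its calls, unless noted: active means inhibition above about 30% (limit read from the data); inactive means the rest.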

How did CCO[C@@H]1OC(C(=O)N2CCOCC2)=C[C@H](c2ccc(C(F)(F)F)cc2)[C@H]1CCCO do in these assays?
Cl transport mod: 1.1; eIF4E 4G PPI: 2; KLK5 inh: 0; EBV gp42 block: -2; Thrombin inh: -10; 14-3-3 Bad PPI: -1; Rad51 HR inh: 9; Furin inh: -19

How did COc1ccc(CN(CC2CCC(C(=O)O)CC2)C(=S)Nc2ccccc2C)cc1 (stereo not drawn) do in these assays?
p47phox inh: -3; Cl transport mod: 1; eIF4E 4G PPI: 1; EBV gp42 block: 3; Thrombin inh: -3; 14-3-3 Bad PPI: -4; Furin inh: -25

Results for Cc1cc(C)c2c(N)c(C(=O)N/N=C/c3cccnc3)sc2n1 ?
p47phox inh: -12; Cl transport mod: 1.1; eIF4E 4G PPI: 3; KLK5 inh: 4; EBV gp42 block: -19; Thrombin inh: 4; 14-3-3 Bad PPI: -3; Rad51 HR inh: 5; Furin inh: -13

How did CC(=O)c1ccc(C)cc1OC(=O)c1cccc(F)c1 do in these assays?
p47phox inh: -5; Cl transport mod: 0.81; eIF4E 4G PPI: -3; KLK5 inh: -4; EBV gp42 block: -13; Thrombin inh: -4; 14-3-3 Bad PPI: 1; Rad51 HR inh: 2; Furin inh: -25

Results for COc1cc(/C=C2\SC(=O)N(c3ccccc3Cl)C2=O)cc([N+](=O)[O-])c1O ?
p47phox inh: -2; Cl transport mod: -2.4; eIF4E 4G PPI: -2; KLK5 inh: 5; EBV gp42 block: 7; Thrombin inh: -2; 14-3-3 Bad PPI: 0; Rad51 HR inh: 4; Furin inh: -44

What do the screens show for `COc1cccc(CC(=O)N2CCCC(CCC(=O)N3CCN(c4ccccn4)CC3)C2)c1` (stereo not drawn)?
p47phox inh: 5; Cl transport mod: -0.7; eIF4E 4G PPI: 2; KLK5 inh: -2; EBV gp42 block: -4; Thrombin inh: -7; 14-3-3 Bad PPI: 1; Rad51 HR inh: 8; Furin inh: -9

Results for CCCCOc1ccc(C(=O)N2CCC(C)CC2)cc1 ?
p47phox inh: -11; Cl transport mod: -0.64; eIF4E 4G PPI: -8; KLK5 inh: 3; EBV gp42 block: 3; Thrombin inh: 4; 14-3-3 Bad PPI: 6; Rad51 HR inh: 3; Furin inh: -7[20 µM]

How did CC1(C)CC(=O)C(=Cc2cn(CCC#N)nc2-c2ccc(F)cc2)C(=O)C1 do in these assays?
p47phox inh: -5; Cl transport mod: -1.1; eIF4E 4G PPI: -1[fluorescence artefact?]; KLK5 inh: -11; EBV gp42 block: 2; Thrombin inh: -3; 14-3-3 Bad PPI: -3; Furin inh: -31

How did CCCCc1ccc(NC(=O)C(C)CC)cc1 (stereo not drawn) do in these assays?
p47phox inh: -11; Cl transport mod: -1.4; eIF4E 4G PPI: -3; KLK5 inh: 6; EBV gp42 block: -7; Thrombin inh: 5; 14-3-3 Bad PPI: -16; Rad51 HR inh: 0; Furin inh: -26

How did CCOc1ccc(S(=O)(=O)Nc2ccc(O)c(Sc3ncn[nH]3)c2)cc1 do in these assays?
p47phox inh: -2; Cl transport mod: 0.08; eIF4E 4G PPI: -2; KLK5 inh: -4; EBV gp42 block: 2; Thrombin inh: -8; 14-3-3 Bad PPI: -12; Furin inh: -15[20 µM]

What do the screens show for `CC1(C)C(c2cccs2)=[N+]([O-])C2(CCCCC2=O)N1O` (stereo not drawn)?
p47phox inh: -7; Cl transport mod: 1.2; eIF4E 4G PPI: -4; KLK5 inh: 0; EBV gp42 block: -21; Thrombin inh: -18; 14-3-3 Bad PPI: -7; Rad51 HR inh: 21; Furin inh: -15

Results for CCN1CCN(CC(O)COc2cccc(OC)c2)CC1 (stereo not drawn) ?
p47phox inh: -6; Cl transport mod: 1.2; eIF4E 4G PPI: 4; KLK5 inh: 0; EBV gp42 block: 3; Thrombin inh: -18; 14-3-3 Bad PPI: 17; Furin inh: -17

What do the screens show for `NC(=S)N/N=C/c1ccc2ccccc2c1`?
p47phox inh: -12; Cl transport mod: 0.27; eIF4E 4G PPI: 1; KLK5 inh: 0; EBV gp42 block: 0; Thrombin inh: -6; 14-3-3 Bad PPI: -8; Rad51 HR inh: -7; Furin inh: -18

What do the screens show for `O=C(CSc1ccc2nnc(-c3cccs3)n2n1)N1CCCC1`?
p47phox inh: 18; Cl transport mod: -1.8; eIF4E 4G PPI: -3; KLK5 inh: -1; EBV gp42 block: -13; Thrombin inh: -5; 14-3-3 Bad PPI: -6; Rad51 HR inh: 12; Furin inh: -27

How did Fc1ccc(-c2csc(N3CCC(c4ccccc4)C3)n2)cc1 (stereo not drawn) do in these assays?
p47phox inh: 1; Cl transport mod: 1.2; eIF4E 4G PPI: -2; KLK5 inh: 3; EBV gp42 block: -14; Thrombin inh: 4; 14-3-3 Bad PPI: -9; Rad51 HR inh: -10; Furin inh: -18[20 µM]

Results for CCC(=O)N1CCn2c1nc1ccccc12 ?
p47phox inh: -9; eIF4E 4G PPI: 1; KLK5 inh: -7; EBV gp42 block: -6; Thrombin inh: 0; 14-3-3 Bad PPI: -12[fluorescence artefact?]; Rad51 HR inh: -1; Furin inh: -2[20 µM]

How did CCCCNC(=O)CCn1c(=O)c2ccccc2n(CC(=O)Nc2ccccc2OCC)c1=O do in these assays?
p47phox inh: -12; eIF4E 4G PPI: -5; KLK5 inh: -1; EBV gp42 block: -12; Thrombin inh: 1; 14-3-3 Bad PPI: 18[fluorescence artefact?]; Furin inh: -4

How did Cn1nc(C(C)(C)C)c([N+](=O)[O-])c1C(N)=O do in these assays?
p47phox inh: -3; Cl transport mod: 0.19; eIF4E 4G PPI: -2; KLK5 inh: 2; EBV gp42 block: 6; Thrombin inh: -3; 14-3-3 Bad PPI: 2; Rad51 HR inh: -23; Furin inh: -4

How did COc1cc(NS(=O)(=O)c2ccc(NC(=S)NC(=O)CC(C)C)cc2)nc(OC)n1 do in these assays?
p47phox inh: 4; Cl transport mod: -0.04; eIF4E 4G PPI: -1[fluorescence artefact?]; KLK5 inh: -6; EBV gp42 block: -11; Thrombin inh: -1; 14-3-3 Bad PPI: 0; Rad51 HR inh: 5; Furin inh: -29[20 µM]

How did CC(=O)Nc1ccc2c(c1)OCO2 do in these assays?
p47phox inh: -9; Cl transport mod: 1.3; eIF4E 4G PPI: 0; KLK5 inh: -1; EBV gp42 block: -13; Thrombin inh: -17; 14-3-3 Bad PPI: -4; Rad51 HR inh: 8; Furin inh: -32

What do the screens show for `CCC(=O)N(Cc1cc(=O)[nH]c2ccccc12)c1ccc(C)cc1`?
p47phox inh: -3; Cl transport mod: -0.0026; eIF4E 4G PPI: -2; KLK5 inh: -10; EBV gp42 block: -8; Thrombin inh: -2; 14-3-3 Bad PPI: -4; Rad51 HR inh: 11; Furin inh: -20

What do the screens show for `Cc1ccccc1N1CCN(S(=O)(=O)c2ccc3oc(=O)ccc3c2)CC1`?
p47phox inh: -7; Cl transport mod: -0.44; eIF4E 4G PPI: -3; KLK5 inh: -2; EBV gp42 block: -20; Thrombin inh: -2; 14-3-3 Bad PPI: 3; Furin inh: -8[20 µM]

What do the screens show for `COc1ccc(Nc2nc(N)nc(C(F)(F)F)n2)c(OC)c1`?
p47phox inh: -6; Cl transport mod: 0.82; eIF4E 4G PPI: 1; KLK5 inh: 4; EBV gp42 block: -14; Thrombin inh: 1; 14-3-3 Bad PPI: -6; Rad51 HR inh: 1; Furin inh: -11[20 µM]

What do the screens show for `CCOC(=O)c1c(C)n(C)c2ccc(OC(C)=O)cc12`?
p47phox inh: 13; Cl transport mod: 1.3; eIF4E 4G PPI: 4; KLK5 inh: -5; EBV gp42 block: -10; Thrombin inh: -1; 14-3-3 Bad PPI: -3; Rad51 HR inh: 2; Furin inh: 13[20 µM]

What do the screens show for `Cc1ccc(C(=O)NCCc2ccc(S(N)(=O)=O)cc2)o1`?
p47phox inh: -10; Cl transport mod: 1.4; eIF4E 4G PPI: -4; KLK5 inh: -11; EBV gp42 block: 2; Thrombin inh: -2; 14-3-3 Bad PPI: -9; Rad51 HR inh: 10; Furin inh: -23

What do the screens show for `CCCc1nc2ccccc2c(=O)n1/N=C/c1ccc(O)cc1O`?
p47phox inh: -2; eIF4E 4G PPI: 6; KLK5 inh: 2; EBV gp42 block: -7; Thrombin inh: 1; 14-3-3 Bad PPI: -14; Rad51 HR inh: 3; Furin inh: -15

What do the screens show for `Cn1c(=O)c2c(ncn2CC(=O)N/N=C/C(Cl)=C/c2ccccc2)n(C)c1=O`?
p47phox inh: 4; Cl transport mod: 0.21; eIF4E 4G PPI: 5; KLK5 inh: -9; EBV gp42 block: -24; Thrombin inh: -1; 14-3-3 Bad PPI: 5; Rad51 HR inh: -10; Furin inh: -17

What do the screens show for `COc1ccc(C(=O)OCCN=C2NS(=O)(=O)c3ccccc32)cc1OC`?
p47phox inh: -6; Cl transport mod: -0.015; eIF4E 4G PPI: 0; KLK5 inh: -2; EBV gp42 block: -6; Thrombin inh: 4; 14-3-3 Bad PPI: -6; Rad51 HR inh: -7; Furin inh: -20

How did COCCCNC(=O)Cn1c(=O)n(Cc2ccc(C(=O)NCCc3ccc(OC)c(OC)c3)cc2)c(=O)c2ccccc21 do in these assays?
p47phox inh: -9; Cl transport mod: 1.6; eIF4E 4G PPI: 3; KLK5 inh: 1; EBV gp42 block: -6; Thrombin inh: -6; 14-3-3 Bad PPI: 0; Rad51 HR inh: -2; Furin inh: -17

How did CCOC(=O)c1sc2nc3c(SCCC#N)cc(C(=O)c4cc(F)ccc4O)cn3c(=O)c2c1C do in these assays?
p47phox inh: -107; Cl transport mod: -0.00016; eIF4E 4G PPI: 10; KLK5 inh: -19; EBV gp42 block: -61; Thrombin inh: -7; 14-3-3 Bad PPI: -18; Rad51 HR inh: -71; Furin inh: -8

Sorted by count of non-hydrogen atoms (low to high): some entries from above.
What do the screens show for `Cc1ccc(C(=O)NCCc2ccc(S(N)(=O)=O)cc2)o1`?
p47phox inh: -10; Cl transport mod: 1.4; eIF4E 4G PPI: -4; KLK5 inh: -11; EBV gp42 block: 2; Thrombin inh: -2; 14-3-3 Bad PPI: -9; Rad51 HR inh: 10; Furin inh: -23

What do the screens show for `Cc1ccccc1N1CCN(S(=O)(=O)c2ccc3oc(=O)ccc3c2)CC1`?
p47phox inh: -7; Cl transport mod: -0.44; eIF4E 4G PPI: -3; KLK5 inh: -2; EBV gp42 block: -20; Thrombin inh: -2; 14-3-3 Bad PPI: 3; Furin inh: -8[20 µM]

What do the screens show for `Cn1c(=O)c2c(ncn2CC(=O)N/N=C/C(Cl)=C/c2ccccc2)n(C)c1=O`?
p47phox inh: 4; Cl transport mod: 0.21; eIF4E 4G PPI: 5; KLK5 inh: -9; EBV gp42 block: -24; Thrombin inh: -1; 14-3-3 Bad PPI: 5; Rad51 HR inh: -10; Furin inh: -17

How did CCOC(=O)c1sc2nc3c(SCCC#N)cc(C(=O)c4cc(F)ccc4O)cn3c(=O)c2c1C do in these assays?
p47phox inh: -107; Cl transport mod: -0.00016; eIF4E 4G PPI: 10; KLK5 inh: -19; EBV gp42 block: -61; Thrombin inh: -7; 14-3-3 Bad PPI: -18; Rad51 HR inh: -71; Furin inh: -8

How did COCCCNC(=O)Cn1c(=O)n(Cc2ccc(C(=O)NCCc3ccc(OC)c(OC)c3)cc2)c(=O)c2ccccc21 do in these assays?
p47phox inh: -9; Cl transport mod: 1.6; eIF4E 4G PPI: 3; KLK5 inh: 1; EBV gp42 block: -6; Thrombin inh: -6; 14-3-3 Bad PPI: 0; Rad51 HR inh: -2; Furin inh: -17
